C1s inh: human complement C1s inhibition | 62,000 tested, 0.16% active | mean inhibition % of two 10-compound mixtures (stronger effect = higher value), % at 5 µM (by protocol) | purified C1s, fluorogenic AMC substrate, pooled mixtures | AID 538 | P09871;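 active means inhibition above 20% in each of the two 10-compound mixture wells holding the compound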;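 further: 0% = enzyme wells lacking compound mixture and 100% = no-enzyme blank wells; some compounds called inactive have numbers as strong as hits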
Target sequence (P09871 16-437 limits assumed): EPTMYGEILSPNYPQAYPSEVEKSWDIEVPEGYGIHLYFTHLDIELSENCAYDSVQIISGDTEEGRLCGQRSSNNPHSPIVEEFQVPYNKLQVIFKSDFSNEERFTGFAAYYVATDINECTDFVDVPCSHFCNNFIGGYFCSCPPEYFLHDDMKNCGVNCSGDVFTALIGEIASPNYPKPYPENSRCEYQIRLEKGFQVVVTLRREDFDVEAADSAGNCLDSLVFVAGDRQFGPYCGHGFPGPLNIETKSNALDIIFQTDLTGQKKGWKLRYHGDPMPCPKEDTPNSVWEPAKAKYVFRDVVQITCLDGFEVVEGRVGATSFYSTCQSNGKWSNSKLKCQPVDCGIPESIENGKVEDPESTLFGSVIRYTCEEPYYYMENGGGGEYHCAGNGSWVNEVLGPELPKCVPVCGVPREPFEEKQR
Target sequence (P09871 438-688 limits assumed): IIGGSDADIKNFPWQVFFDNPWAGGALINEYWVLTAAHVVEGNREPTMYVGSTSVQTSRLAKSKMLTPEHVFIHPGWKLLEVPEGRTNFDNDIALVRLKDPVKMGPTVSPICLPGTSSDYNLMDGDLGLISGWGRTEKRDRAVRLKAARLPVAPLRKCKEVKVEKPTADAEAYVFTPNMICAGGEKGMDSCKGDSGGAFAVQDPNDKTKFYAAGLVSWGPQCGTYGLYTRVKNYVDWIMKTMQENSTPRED
CatB block: human cathepsin B inhibition; AID 453; P07858; purified cathepsin B, fluorogenic substrate, fluorescence; 63,000 tested, 0.1% active; inhibition, %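 (tested at 10 µM)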; in the data active means inhibition above about 21%;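 further: 0% = enzyme with no compound and 100% = no enzyme blank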
Ec RNAP inh: blocks E. coli RNA polymerase transcription. P0A8V2. fluorescence transcription assay. inhibition, %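 (tested at 10 µM)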. 62,000 tested, 0.2% active; in the data active means inhibition above about 20%;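 further: 0% = enzyme without compound and 100% = no enzyme blank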
CatS inh: inhibitors of human cathepsin S | inhibition, %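 (tested at 5 µM per compound within 10-compound mixtures)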 | P25774 | 62,000 tested, 0.06% active | AID 501 | recombinant cathepsin S, AMC dipeptide fluorescence, pooled mixtures; in the data active means inhibition above about 32%, passing the limit was not always enough;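 further: 0% = enzyme without compound and 100% = blank without enzyme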
CatL block: inhibitors of human cathepsin L. purified cathepsin L, fluorogenic substrate, fluorescence. 58,000 tested, 0.17% active. P07711. inhibition, %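 (tested at 10 µM)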; in the data active means inhibition above about 45%;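 further: 0% = enzyme with no compound and 100% = no enzyme blank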
FXIa inh mix: factor XIa (human) inhibition, mixture screen; 62,000 tested, 0.19% active; inhibition, % at 5 µM; AID 680; purified FXIa, fluorogenic substrate, pooled mixtures; in the data active means inhibition above about 20%, passing the limit was not always enough;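 further: each value is inhibition by a whole ten-compound pool holding the compound; 0% = enzyme with no mixture and 100% = wells lacking enzyme; strong numbers were not always called active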
AP ELISA ortho: orthogonal test for alternative complement pathway inhibitors; inhibition, % at 5 µM; Human serum alternative complement pathway, LPS-coated ELISA, C3 deposition; tested in compound mixtures; 62,000 tested, 0.08% active;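 active means inhibition above 30% in each of the two pooled mixtures holding the compound, so the lower value exceeds 30%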;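 further: 0% = serum in Mg-EGTA without compound and 100% = EDTA serum blank; some compounds past the cut are filed as inactive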
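Assay system: human serum alternative complement pathway, C3 deposition on LPS-coated wells; Dosing: 5 µM per compound in ten-compound mixtures; Detection: Anti-C3 ELISA, OD 450 nm; Buffer or medium: Mg2+-EGTA GVB++ buffer containing human serum at 1:15 dilution; Timing: 1 h at 37 °C; Replication: two different pools per compound.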
Cathepsin G inh: inhibitors of human cathepsin G | P08311 | purified enzyme, AMC-tetrapeptide fluorescence, pooled mixtures | inhibition, % at 5 µM (by protocol) | 62,000 tested, 0.2% active | AID 581;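 active means inhibition above 20% in each of the two mixture wells holding the compound; inactive means inhibition of 20% or less in either well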;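 further: 0% = enzyme control without mixture and 100% = blank lacking enzyme; strong numbers were not always called active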
Target sequence (P08311 21-244 limits assumed): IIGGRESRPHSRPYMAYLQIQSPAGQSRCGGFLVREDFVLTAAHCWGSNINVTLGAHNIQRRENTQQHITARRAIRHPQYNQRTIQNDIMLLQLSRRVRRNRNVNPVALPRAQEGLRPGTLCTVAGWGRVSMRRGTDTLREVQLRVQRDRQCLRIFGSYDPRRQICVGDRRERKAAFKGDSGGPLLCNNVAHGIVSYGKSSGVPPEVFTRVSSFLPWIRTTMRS
CatB mixtures: inhibitors of human cathepsin B in compound mixtures. Purified cathepsin B, AMC dipeptide fluorescence. P07858. 62,000 tested, 0.06% active. inhibition, %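 (ten-compound pools at 5 µM per compound and 50 µM total)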; in the data active means inhibition above about 22%, passing the limit was not always enough;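 further: 0% = enzyme without compound and 100% = no enzyme blank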
* marks the source's active call; other numbers are inactive results; nt = no result given.

no.	C1s inh	CatB block	Ec RNAP inh	CatS inh	CatL block	FXIa inh mix	AP ELISA ortho	Cathepsin G inh	CatB mixtures	SMILES
1	12.2	2.2	8.9	9.8	13.4	1.1	-8.7	10.5	2.1	NS(=O)(=O)c1ccc(CCNC(=O)c2cccnc2)cc1
2	-93.2	6.6	8.1	-0.2	19.1	-7.5	12.3	-0.3	-0.9	O=C(CCC1CCCC1)Nc1ccc(Br)cn1
3	6.4	-0.5	10.1	2.9	2.2	-1.3	-7.8	-2.9	1.8	Nc1nonc1C(=Nc1ccccc1)NO
4	-213.3	4.5	6.4	-25.6	-4.4	-40.1	10.2	-20.1	-14.4	CCOC(=O)C1CCN(C(=O)c2ccc3c(c2)OCO3)CC1
5	12.9	3.6	11.8	-1.2	5.0	11.5	5.1	13.8	3.1	O=C1CC(c2ccco2)Cc2nc(NCC3CCCO3)ncc21 (centres undefined)
6	-2.6	2.4	5.7	-6.9	4.7	3.3	11.4	6.1	-9.1	CCCCOC(=O)Nc1nccs1
7	-9.0	5.3	7.4	0.1	-3.1	3.1	2.2	6.7	-1.8	COc1ccc(CCNC(=O)c2cc3c(=O)n4cccc(C)c4nc3n(Cc3ccncc3)c2=N)cc1
8	-16.5	1.3	10.3	-7.0	nt	-0.6	17.0	2.3	1.4	Cc1ccc(C)c2c1sc(=NC(=O)CN1C(=O)CCC1=O)n2C

The list continues:
no.	C1s inh	CatB block	Ec RNAP inh	CatS inh	CatL block	FXIa inh mix	AP ELISA ortho	Cathepsin G inh	CatB mixtures	SMILES
9	-149.3	0.4	3.8	-14.5	-5.8	-15.8	3.2	-10.2	-4.6	FC(F)(F)c1cc(-c2ccccc2)nc(NCC2CCCO2)n1 (centres undefined)
10	13.6	3.0	2.7	1.2	4.7	3.6	6.7	12.7	4.2	COc1ccc(Cl)c(Cn2c(NCCCN(C)C)nc3c2c(=O)n(C)c(=O)n3C)c1
11	-16.3	1.3	4.4	1.7	20.6	-15.7	1.2	-2.2	-4.2	CC1Cc2ccccc2N1C(=O)Cn1nc(C(=O)O)c2ccccc2c1=O (centres undefined)
12	-3.9	1.0	9.1	3.7	3.6	6.3	10.0	2.2	6.7	CN(C)Cc1c(O)ccc2[nH]cnc12
13	6.4	0.7	4.4	11.9	8.0	0.9	2.0	2.7	-2.6	O=C(NCCc1ccc(Cl)cc1)C1CCN(S(=O)(=O)N2CCC3(CC2)OCCO3)CC1
14	-7.6	6.3	8.8	8.7	18.4	2.9	-17.6	-3.8	3.5	O=C(NCCCc1ccccc1)c1ccncc1
15	5.0	0.2	6.7	5.8	27.6	5.2	7.0	7.2	0.4	CN1CCN(CC(O)COCc2ccc3c(c2)OCO3)CC1 (centres undefined)
16	18.5	3.3	3.4	-5.1	5.0	-1.7	25.1	11.7	4.3	N#Cc1ccccc1CSc1nc(N2CCCCC2)nc(N2CCCCC2)n1

Further compounds
no.	C1s inh	CatB block	Ec RNAP inh	CatS inh	CatL block	FXIa inh mix	AP ELISA ortho	Cathepsin G inh	CatB mixtures	SMILES
17	-6.4	2.1	15.4	0.9	0.1	2.5	15.0	7.8	13.4	COc1ccc(-c2cc(=O)oc3c(C)c(OCc4nn[nH]n4)ccc23)cc1
18	1.5	7.4	2.0	8.9	9.9	5.9	6.0	-2.5	8.7	Cc1cccc(C2CC(c3ccccc3)Nc3ncnn32)c1 (centres undefined)
19	-206.9	5.3	10.8	-33.2	5.9	-41.9	10.5	-26.4	-12.8	Cc1noc(NS(=O)(=O)c2ccc(N3C(=O)c4ccccc4C3=O)cc2)c1C
20	3.1	2.1	10.3	0.9	17.8	8.9	14.1	1.8	7.5	CN(Cc1c(F)cccc1Cl)c1nnnn1-c1ccccc1
21	5.5	-5.2	9.2	4.5	0.6	4.2	2.0	0.0	3.9	CC(C)N=C(NC#N)SCc1ccc(F)cc1
22	0.4	-1.4	5.4	-5.9	0.6	6.4	6.8	-0.9	3.1	CS(=O)(=O)N(CC(=O)NC1CCCC1)c1cccc(F)c1
23	9.2	4.8	8.7	15.2	6.5	1.2	3.1	10.3	2.2	CC(=O)c1c(C)[nH]c(C(=O)N2CCc3ccccc32)c1C
24	-10.9	6.6	-1.1	5.9	-0.3	2.6	-1.0	-3.3	1.9	COc1ccc(N2CCN(C(c3cccs3)c3nnnn3C3CCCC3)CC2)cc1 (centres undefined)

(further entries)
no.	C1s inh	CatB block	Ec RNAP inh	CatS inh	CatL block	FXIa inh mix	AP ELISA ortho	Cathepsin G inh	CatB mixtures	SMILES
25	11.7	0.8	9.1	5.9	27.1	1.2	5.2	13.1	3.8	O=C1C2C3c4ccccc4C(c4ccccc43)C2C(=O)N1CN1CCOCC1 (centres undefined)
26	-91.0	0.3	-49.9	3.5	-153.9	-16.0	-10.7	-21.6	-1.4	Cc1ccc2nc3c(cc(C(=O)NCC4CCCO4)n3C)c(=O)n2c1 (centres undefined)
27	-5.9	3.3	2.8	6.1	13.8	5.8	19.5	5.6	1.8	CCN1CCCC1CNC(=O)Cn1cnc2ccc(S(=O)(=O)N3CCC(C)CC3)cc2c1=O (centres undefined)
28	-0.1	-1.2	7.1	3.7	-3.7	7.8	4.2	0.8	5.6	c1ccc2c(c1)nc1n2C2(N3CCOCC3)CCCC2C1N1CCOCC1 (centres undefined)
29	12.7	5.4	7.2	-5.4	nt	7.4	11.6	8.9	-1.6	O=C1CN2C(=Nc3ccc(Cl)cc3C2c2ccccc2)CN1 (centres undefined)
30	8.2	-1.0	9.3	15.1	5.4	5.1	-3.7	7.3	5.3	COC(=O)c1ccc(CSc2nnc3n(Cc4ccccc4OC)c(=O)c4ccccc4n23)o1
31	-18.8	-0.6	7.2	6.2	1.6	9.7	4.4	3.8	-3.8	O=C1c2ccccc2C(=O)N1C/C=C/CN1C(=O)c2ccccc2C1=O
32	-21.7	-4.7	4.0	-0.3	-1.8	4.2	10.9	1.0	1.8	COc1cc(NC(=O)c2ccco2)c(OC)cc1NC(=O)CSc1nnc(-c2cccs2)n1C

Other entries.
no.	C1s inh	CatB block	Ec RNAP inh	CatS inh	CatL block	FXIa inh mix	AP ELISA ortho	Cathepsin G inh	CatB mixtures	SMILES
33	3.6	-3.7	2.0	5.3	-13.1	9.9	-8.4	-0.1	3.1	CCN(CC)CCNC(=O)Cn1c(-c2ccccn2)nc2ccccc21
34	-46.3	-8.3	8.7	12.0	-2.5	3.6	2.0	-0.9	1.6	COc1cc(S(=O)(=O)N(C)C)ccc1F
35	2.1	1.4	9.1	5.5	nt	4.3	4.9	7.5	-1.6	CCn1c(N)c(C(=O)Nc2ccccc2C(=O)OC)sc1=S
36	17.6	-0.3	2.4	-2.6	nt	7.7	15.5	10.9	4.9	COc1ccc(S(=O)(=O)Cc2ccc(C(=O)NC3CCCC3)o2)cc1
37	0.9	-4.5	-0.9	8.1	-4.8	3.5	14.9	1.3	0.8	Cc1cccc(NC(=O)CS(=O)(=O)c2cn(C)c3ccccc23)c1C
38	-7.0	-0.8	7.5	-4.2	4.0	0.8	4.8	9.0	-12.4	CCOC(=O)N1CCN(Cc2nc3c(c(=O)[nH]c(=O)n3C)n2Cc2cc(C)ccc2C)CC1
39	4.8	0.8	7.4	0.7	nt	3.7	15.0	0.5	6.1	CCOc1ncccc1C(=O)OCc1nnc(-c2ccccc2)o1
40	-27.2	-4.8	1.1	3.0	nt	1.6	3.6	-1.5	0.6	CCN(C(=O)CSc1ccc2c(c1)OCCO2)C1CCS(=O)(=O)C1 (centres undefined)

Next structures follow.
no.	C1s inh	CatB block	Ec RNAP inh	CatS inh	CatL block	FXIa inh mix	AP ELISA ortho	Cathepsin G inh	CatB mixtures	SMILES
41	9.3	3.0	7.7	0.4	10.7	6.3	5.1	9.4	2.1	CCOC(=O)c1sc(=N)n(-c2ccc(OC)cc2)c1C
42	-16.8	0.5	8.5	3.9	-2.2	-1.1	5.0	0.0	6.5	O=C(Nc1ccccc1C(=O)N1CCCC1)C1CCN(c2ncccn2)CC1
43	-10.4	-1.6	-0.5	-3.3	-2.9	-4.2	29.2	3.6	1.5	Cc1ccccc1N1CCN(Cc2cccc(C(=O)O)c2)CC1
44	-37.7	11.0	11.0	8.8	14.6	6.2	-0.5	3.8	1.1	O=c1[nH]c2cc3c(cc2cc1CN(Cc1ccccc1)Cc1nnnn1Cc1ccco1)OCCO3
45	-46.8	1.3	-1.0	-11.2	2.4	1.4	6.2	-0.6	-3.0	CCCn1cc(SCC(=O)NCc2ccco2)c2ccccc21
46	-17.8	7.1	10.2	-4.6	8.8	2.0	9.2	2.8	1.7	CCCn1c(SCC(=O)N2CCCCC2)nnc1-c1ccco1
47	-4.9	-2.2	nt	7.0	12.7	6.6	5.7	2.3	-2.5	CC(=O)CC(=O)NC1C2CC3CC(C2)CC1C3 (centres undefined)
48	5.2	1.9	3.0	-3.1	-3.8	3.8	10.9	7.4	3.4	CCOC(=O)c1ccc(NC(=O)C(C)NS(=O)(=O)c2ccc(OC)cc2)cc1 (centres undefined)

Next section.
no.	C1s inh	CatB block	Ec RNAP inh	CatS inh	CatL block	FXIa inh mix	AP ELISA ortho	Cathepsin G inh	CatB mixtures	SMILES
49	12.5	6.4	5.6	12.6	nt	5.8	-8.1	8.8	3.6	C=C(Cl)COc1ccc2c(CC)cc(=O)oc2c1
50	-3.0	1.7	8.0	4.5	10.6	-5.2	8.9	3.9	-1.2	CCOC(=O)C(C)Oc1cccc2c(=O)n(CC(=O)NCc3ccc4c(c3)OCO4)ccc12 (centres undefined)
51	-10.1	3.2	-15.7	12.0	2.0	0.0	-4.0	-8.7	-0.4	O=C(CCn1c(=O)sc2ccccc21)NCc1ccc2c(c1)OCO2
52	9.4	3.4	9.5	-2.1	4.0	3.4	14.7	9.1	2.4	COc1ccc(S(=O)(=O)N2CCC(C(=O)N3CCCC3)CC2)cc1Cl
53	-6.2	10.8	8.3	14.8	-1.3	-0.7	-2.5	-1.4	7.3	CCc1nc(C)c(-c2ccccc2)c(=O)[nH]1
54	16.0	-0.2	2.8	4.2	14.7	7.2	11.3	13.1	7.1	O=C1CCC(=O)N1c1ccccc1-c1ccccc1
55	1.8	2.6	4.9	2.1	-0.3	7.2	9.6	4.9	-3.5	CN(C)/C=C1\N=C(c2ccc3c(c2)OCO3)OC1=O
56	10.9	7.1	1.4	9.2	12.2	6.4	4.9	8.1	8.0	Cc1ccc(-c2nnc(N3CCOCC3)c3ccccc23)cc1S(=O)(=O)NCC1CCCO1 (centres undefined)

Looked up by compound from the list above (3):
no.	C1s inh	CatB block	Ec RNAP inh	CatS inh	CatL block	FXIa inh mix	AP ELISA ortho	Cathepsin G inh	CatB mixtures	SMILES
55	1.8	2.6	4.9	2.1	-0.3	7.2	9.6	4.9	-3.5	CN(C)/C=C1\N=C(c2ccc3c(c2)OCO3)OC1=O
49	12.5	6.4	5.6	12.6	nt	5.8	-8.1	8.8	3.6	C=C(Cl)COc1ccc2c(CC)cc(=O)oc2c1
51	-10.1	3.2	-15.7	12.0	2.0	0.0	-4.0	-8.7	-0.4	O=C(CCn1c(=O)sc2ccccc21)NCc1ccc2c(c1)OCO2

Some of the compounds tested; count on the stated rates, not on these rows.
